Compound activity deposited in PubChem by National Center for Advancing Translational Sciences (NCATS).
NPSR antagonist: qHTS Assay for Antagonists of the Neuropeptide S Receptor: cAMP Signal Transduction. Q6W5P4. CHO-NPSR cells, cAMP TR-FRET, antagonist mode. Potency, µM (top dose mostly 38.3 µM), for the others: at the top dose activity change, negative = inhibition, usual class: inhibitors. actives 1% (n = 220,000); further: on the % scale 0 is the no-effect control and ±100 the full control effect; nearly all actives have a fitted effect of over 50% in size; many of its hits are not listed in these tables
Target sequence (Q6W5P4 whole entry, looked up): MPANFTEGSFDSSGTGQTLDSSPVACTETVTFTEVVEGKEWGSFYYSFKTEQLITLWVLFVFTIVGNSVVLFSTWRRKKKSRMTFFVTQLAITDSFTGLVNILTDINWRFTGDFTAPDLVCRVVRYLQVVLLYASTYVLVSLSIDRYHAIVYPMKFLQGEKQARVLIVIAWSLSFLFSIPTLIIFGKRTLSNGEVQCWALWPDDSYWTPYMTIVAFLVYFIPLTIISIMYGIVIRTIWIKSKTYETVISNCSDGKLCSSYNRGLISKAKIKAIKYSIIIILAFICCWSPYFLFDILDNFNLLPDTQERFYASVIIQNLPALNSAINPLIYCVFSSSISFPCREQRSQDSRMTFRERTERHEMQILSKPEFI
Tau fluor counter: Counterscreen qHTS for Inhibitors of Tau Fibril Formation, Fluorescence Polarization; tau K18 P301L (four-repeat tau fragment) Alexa594 fluorescence, heparin fibrillization; Potency, µM (titrated, usually from 57.7 µM), for inactives: top-dose activity change, negative = decrease; actives 0.93% (n = 280,000); AID 1463, 2008; further: on the % scale 0 is the no-effect control and ±100 the full control effect; nearly all actives have a fitted effect of over 55% in size
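Human K18 P301L tau (15 uM unlabeled plus 0.24 uM Alexa 594-labeled, final) in 100 mM sodium acetate pH 7 was mixed with compound and 20 uM heparin and incubated 6 hr at 37 C.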
GAA inhib: qHTS Assay for Inhibitors of Human alpha-Glucosidase as a Potential Chaperone Treatment of Pompe Disease; Lysosomal alpha-glucosidase (Homo sapiens), P10253; purified human GAA, 4-MU-alpha-glucoside fluorescence; Potency, µM (highest dose often 76.9 µM), inactives show top-dose activity change, negative = inhibition, hits mostly inhibitors; actives 0.005% (n = 200,000); AID 1466, 2008;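 further: plate controls were uninhibited enzyme wells for no effect and no-enzyme background for full effect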
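Endpoint fluorogenic read: 20 min room-temperature reaction of 4 nM human alpha-glucosidase with 400 uM 4-methylumbelliferyl-alpha-D-pyranoside, pH 5.0, quenched with 1M NaOH/1M glycine pH 10. AC50 from Hill modeling.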
Epigenetic derep: Quantitative High-Throughput Screen for Regulators of Epigenetic Control; Potency, µM (series often up to 53.9 µM), for the others: top-dose GFP activation, usual class: activators; actives 0.2% (n = 280,000); murine LDR cells, GFP reporter derepression, 30 h; AID 1865, 2009; further: % of control where 0% means no effect; nearly all actives have a fitted effect of over 60% in size
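Readout is the number of GFP-expressing murine LDR cells, counted by cytometry following washing. Cells were treated with compound for 30 h at 37 C; the stably integrated CMV-GFP locus is normally silent.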
GLA spleen mod: qHTS Assay for Inhibitors and Activators of Human alpha-Galactosidase From Spleen Homogenate; human spleen homogenate, 4MU-alpha-Gal fluorescence, 40 min; Potency, µM (titrated, usually from 80 µM), inactives show at the highest dose activity change, negative = inhibition, actives largely listed as inhibitors; actives 0.008% (n = 240,000); AID 2107, 2009;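 further: 0% = enzyme with vehicle and -100% = no enzyme basal signal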
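Inhibition or activation of alpha-galactosidase in human spleen homogenate is scored by 4-MU fluorescence after 40 min at 37C, pH 5.0, with 1 mM substrate. AC50s come from concentration-response fitted to the Hill equation.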
ALDH1A1 inh: qHTS Assay for Inhibitors of Aldehyde Dehydrogenase 1 (ALDH1A1). Purified ALDH1A1, NADH fluorescence, propionaldehyde substrate. Potency, µM (top dose mostly 75.3 µM), inactives show top-dose activity, negative = inhibition, usual class: inhibitors. actives 7.3% (n = 220,000); active means well fitted inhibition curve with a large enough effect, not every such curve was filed as active; inconclusive means small, poorly fitted or top-dose-only effect, or another doubt; inactive means no such curve, though single readings can be large or run the other way;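 further: plate controls were no enzyme wells and a reference inhibitor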
Target sequence (P00352 whole entry, looked up): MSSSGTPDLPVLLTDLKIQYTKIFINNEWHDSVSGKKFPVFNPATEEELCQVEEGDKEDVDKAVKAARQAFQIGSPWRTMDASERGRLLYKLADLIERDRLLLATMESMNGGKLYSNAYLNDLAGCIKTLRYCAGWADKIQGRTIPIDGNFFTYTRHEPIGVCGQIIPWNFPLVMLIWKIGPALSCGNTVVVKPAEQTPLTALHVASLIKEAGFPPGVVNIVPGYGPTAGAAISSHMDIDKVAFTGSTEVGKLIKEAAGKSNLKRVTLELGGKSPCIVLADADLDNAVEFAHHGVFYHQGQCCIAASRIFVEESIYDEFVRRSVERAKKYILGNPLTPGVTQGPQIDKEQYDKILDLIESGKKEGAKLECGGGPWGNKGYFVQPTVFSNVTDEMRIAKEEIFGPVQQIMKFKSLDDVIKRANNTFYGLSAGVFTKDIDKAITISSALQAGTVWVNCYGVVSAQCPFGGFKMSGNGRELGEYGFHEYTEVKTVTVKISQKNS
GAA glycogen mod: qHTS Assay for Inhibitors and Activators of Human alpha-Glucosidase Cleavage of Glycogen; recombinant GAA, glycogen substrate, Amplex Red glucose oxidase fluorescence; Potency, µM (titrated, usually from 76.4 µM), inactives show at the top dose activity change, negative = inhibition, usual class: inhibitors; actives 0.38% (n = 300,000); AID 2100, 2009;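 further: 0% = full enzyme reaction and -100% = no-enzyme basal signal; the screen sought inhibitors and activators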
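Natural-substrate format: glycogen cleavage by 4 nM human enzyme, glucose read by Amplex Red coupling (Ex 573, Em 610 nm). Normalized to enzyme and no-enzyme controls.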
GAA spleen mod: qHTS Assay for Inhibitors and Activators of Human alpha-Glucosidase From Spleen Homogenate | human spleen homogenate, 4-MU-alpha-glucoside fluorescence | Lysosomal alpha-glucosidase (Homo sapiens), P10253 | Potency, µM (top dose mostly 79.9 µM), inactives show at the highest dose activity change, negative = inhibition, usual class: inhibitors | AID 2112, 2009 | actives 0.006% (n = 240,000);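 further: 0% = enzyme with vehicle and -100% = no enzyme basal signal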
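Enzyme source: human spleen homogenate, 1 ug/well. Buffer 50 mM citric acid/K phosphate pH 5.0, 0.01% Tween-20. 4-MU-alpha-glucoside 1 mM; 37 C x 40 min; NaOH/glycine stop; fluorescence.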
The depositor's hits bear a star; ? = inconclusive; / = no result given; [ ] = another dose, or the depositor's remark. Unless noted, the call rests on the fitted dose curve; in most records, active means well fitted curve in the direction sought with a large enough effect; inconclusive means small, poorly fitted or top-dose-only effect, or another doubt; inactive means no such curve, though single readings can be large; an effect the other way counts as inactive or inconclusive. Potency means the concentration at half of the fitted maximal effect. Some of the compounds tested; rates above refer to the full screens.

Compound | NPSR antagonist | Tau fluor counter | GAA inhib | Epigenetic derep | GLA spleen mod | ALDH1A1 inh | GAA glycogen mod | GAA spleen mod
O=C(NCc1ccco1)c1ccc(COCC(F)(F)F)cc1 | -1%[46.1 µM] | 5% | -7% | -1.0% | -15% | 7% | 0% | -10%
COc1ccc(C2(C(=O)NCC3CCCO3)CCOCC2)cc1 (stereo unspecified) | -12%[46.1 µM] | 5% | 3% | -5.8% | -2% | -3% | 13% | -6%
N/C(=N\N=C\c1ccc2c(c1)OCO2)c1nonc1N | -11% | 0% | -12% | 0.3% | -19% | 3% | 11% | -13%
COc1cc(OC)cc(OCC(O)Cn2cnc3cc(C)c(C)cc32)c1 (stereo unspecified) | -18%[46.1 µM] | -13% | 1%[15.4 µM] | 0.0% | -1% | 7% | -7% | -9%
CC(C)N(C(=O)CSc1ncnc2sc(-c3ccccc3)cc12)C(C)C | ? | -4% | -1% | -2.5% | 2% | ? | ? | -3%
COc1cc(/C=C/C(=O)O)cc(S(=O)(=O)NCC2CCCO2)c1OC (stereo unspecified) | 14% | -3% | / | 0.1% | -6% | / | 1% | -2%
O=C(Nc1ccccc1)c1cccc(S(=O)(=O)Nc2ccccn2)c1 | 5% | -11% | -6% | 1.1% | 4% | ? | 1% | 1%
CCOC(=O)c1cnc(SCc2ccccc2)nc1N | -11%[46.1 µM] | -1% | -2% | 0.0% | -3% | ? | 5% | -4%
COc1ccc(CN(CC2CCCO2)C(=O)CN2C(=O)COc3ccccc32)cc1OC (stereo unspecified) | -15%[46.1 µM] | 1% | -1% | -3.0% | -4% | 8% | 5% | -4%
CCn1c2ccccc2c2cc(NC(=O)c3ccc(Br)o3)ccc21 | -10%[46.1 µM] | ? | ? | 14µM* | -13% | 2.2µM* | 3% | -14%
O=C1C2C3C=CC(C3)C2C(=O)N1c1ccc(N2CCN(c3ccccn3)CC2)c([N+](=O)[O-])c1 (stereo unspecified) | -12% | -12% | -8% | 0.9% | -4% | ? | -13% | -13%
O=C1CCCN1CCC1CCCCN1Cc1nc(COc2ccccc2)no1 (stereo unspecified) | -6% | 0% | -9% | 2.6% | -5% | 8% | 7% | -2%
Cc1ccc(C(=O)Nc2ccc(CN3CCS(=O)(=O)CC3)cc2)cc1C | 8% | -4% | -11% | 1.1% | 6% | ? | 8% | -5%
COC(=O)c1sccc1NC(=S)Nc1ccccc1 | 6% | -1% | 4% | -1.0% | -7% | 4% | 0% | 1%
O=C(/C=C/c1cn(CC(O)CN2CCCCC2)c2ccccc12)c1cccs1 (stereo unspecified) | -29% | 7% | 1% | -3.9% | 3% | 14µM* | 11% | -2%
CSc1ccc(C2C(C#N)=C(N)Oc3c2ccc(=O)c2c(C)oc(C)c32)cc1 (stereo unspecified) | -26%[46.1 µM] | ? | -17% | 0.9% | -7% | ? | -18% | -11%
O=C(COC(=O)c1ccc2ccccc2c1)Nc1ncc(C(F)(F)F)cc1Cl | -7%[46.1 µM] | -2% | -1% | 4.7% | -9% | -14% | 6% | -1%
CCn1nnc(NC(=O)c2cc(Cl)c(OC)c(Cl)c2)n1 | 18%[7.67 µM] | -13% | -2% | ? | -2% | ? | 7% | -15%
CCCCC[C@H](O)/C=C\[C@H]1[C@H](C/C=C\CCCC(=O)O)[C@@H](O)C[C@H]1O (tested in a mixture with another compound) | / | / | / | 0.0%[16.9 µM] | -4%[29.1 µM] | -4%[20.9 µM] | / | 4%[29.1 µM]
Cc1ccc(NC(=O)/C(=C/C=C/c2ccccc2)NC(=O)c2ccccc2)cc1 | -7% | -6% | ? | -1.0% | -4% | 18% | 4% | -6%
CCN(CC)CCOC(=O)/C=C/c1ccccc1 | -6%[7.67 µM] | -4% | / | 2.4% | -9% | / | 13% | 7%
COCc1ccc(CN2CCc3c([nH]c4ccccc34)C2CC(C)C)o1 (stereo unspecified) | 35% | -2% | / | 2.4% | -3% | ? | 5% | -1%
COc1ccc(CCN2C(=O)CC(N3CCN(C/C=C/c4ccccc4)CC3)C2=O)cc1OC (stereo unspecified) | -6% | -15% | / | 0.0% | 4% | / | 6% | -1%
O=C(NC(NNc1ccc([N+](=O)[O-])cc1)(C(F)(F)F)C(F)(F)F)c1ccc(Cl)cc1 | ? | ? | -14% | -1.0% | -2% | ? | -12% | 1%
C/C(CCC1CC(C)OC1=O)=N/Nc1nc(-c2ccccc2)cs1 (stereo unspecified) | 2% | ? | -5% | -3.2% | -6% | ? | -4% | -4%
O=S(=O)(NCC1CCCO1)c1ccc(S(=O)(=O)N2CCc3ccccc3C2)cc1 (stereo unspecified) | -3%[46.1 µM] | -4% | -8% | 2.0% | -4% | 13% | 6% | -2%
COc1cc(NC(=O)Cc2ccc(Cl)cc2)ccc1NC(=O)c1ccco1 | -19%[46.1 µM] | ? | 3% | ? | 5% | ? | 5% | 4%
O=C1c2ccccc2C(Nc2ccc(F)cc2F)N1CCN1CCOCC1 (stereo unspecified) | 13% | -5% | 5% | 0.0% | -2% | -4% | 6% | -7%
CCCOc1ccc(S(=O)(=O)NCCCN2CCOCC2)c2ccccc12 | 5%[46.1 µM] | -4% | -10% | 2.2% | -12% | -4% | -3% | -10%
O=C(CSc1ccccc1C(=O)O)c1ccc([N+](=O)[O-])cc1 | -17% | -11% | 4% | 2.6% | -1% | 16µM* | -14% | -11%
O=c1cc(-c2ccccc2)nc2c(-c3ccccc3)c(C(F)(F)F)[nH]n12 | ? | -29% | ? | 1.1% | ? | ? | -2% | 19%
O=C(Nc1nnc(CCc2ccccc2)s1)c1ccco1 | 7%[46.1 µM] | 4% | -10% | 0.0% | 4% | ? | 4% | 0%
Cc1ccsc1/C=N/NC(=O)CO | -1% | 8% | 3% | -1.1% | -6% | 3% | 12% | -4%
COC(=O)CCC(NC(=O)c1cc(-c2ccc3c(c2)OCCO3)oc1C)C(=O)OC (stereo unspecified) | -22%[46.1 µM] | -11% | -8% | -1.1% | -12% | 20µM* | 2% | -6%
Cn1cc(SCC(=O)N2CCN(c3ccccc3)CC2)c2ccccc21 | -17%[46.1 µM] | -16% | -8% | -7.3% | 2% | -1% | 11% | 6%
CCCNC(=O)c1ccc(N(Cc2ccccc2)S(C)(=O)=O)cc1 | -8%[46.1 µM] | -2% | 0% | 2.9% | 8% | 11% | 4% | -2%
CC(C)c1ccc2oc(=O)cc(CN3CCN(c4ccc(F)cc4)CC3)c2c1 | -21%[46.1 µM] | -21% | -3% | -2.2% | -23% | ? | 0% | 1%
CCCN1CCC(NC(=S)Nc2cccc(Cl)c2Cl)CC1 | -16% | 1% | 7% | -0.2% | -10% | 4% | 13% | -6%
CC(C)C(=O)N[C@@H]1CCCN1C(=O)/C=C\c1ccccc1 | / | -14%[11.6 µM] | / | 0.0%[10.1 µM] | -5%[17.5 µM] | -1%[13.5 µM] | / | -4%[17.4 µM]
O=C(Nc1ccc2c(c1)OCO2)c1cc(C2CC2)on1 | -17%[46.1 µM] | 3% | -15% | -0.8% | 5% | -6% | 3% | 2%

A different layout for 2 compounds above.
COc1cc(NC(=O)Cc2ccc(Cl)cc2)ccc1NC(=O)c1ccco1
  NPSR antagonist: -19%[46.1 µM] | Tau fluor counter: ? | GAA inhib: 3% | Epigenetic derep: ? | GLA spleen mod: 5% | ALDH1A1 inh: ? | GAA glycogen mod: 5% | GAA spleen mod: 4%
O=C1c2ccccc2C(Nc2ccc(F)cc2F)N1CCN1CCOCC1 (stereo unspecified)
  NPSR antagonist: 13% | Tau fluor counter: -5% | GAA inhib: 5% | Epigenetic derep: 0.0% | GLA spleen mod: -2% | ALDH1A1 inh: -4% | GAA glycogen mod: 6% | GAA spleen mod: -7%

(continued)
Compound | NPSR antagonist | Tau fluor counter | GAA inhib | Epigenetic derep | GLA spleen mod | ALDH1A1 inh | GAA glycogen mod | GAA spleen mod
O=C(CCc1ccc(S(=O)(=O)NC2CCCCC2)cc1)NCc1cccnc1 | 27% | -9% | 12% | -0.1% | -1% | 13µM* | 19% | 3%
c1ccc(COc2ccc(OCCCCN3CCCC3)cc2)cc1 | ? | -9% | 0% | -0.9% | 0% | ? | 9% | -6%
CCc1ccc(NC(=O)CSc2nnc(-c3cnccn3)n2Cc2ccco2)cc1 | -13%[46.1 µM] | -7% | -17% | -0.1% | 1% | -1% | -1% | -16%
CCc1ccc(C(=O)Nc2cccnc2Oc2ccc(Cl)cc2)cc1 | -20% | -19% | -1%[15.4 µM] | 2.1% | 5% | -1% | -5% | 1%
Cc1ccccc1S(=O)(=O)NCc1ccc(N2CCN(C)CC2)cc1 | -4%[7.67 µM] | -7% | / | 1.1% | 9% | / | -2% | 5%
O=C(COC(=O)c1ccco1)NC1CCCCC1 | 3%[46.1 µM] | -6% | -1% | -1.1% | -6% | 5% | -12% | -12%

Filtered by structure: the compounds so far with an aryl methoxy group
Compound | NPSR antagonist | Tau fluor counter | GAA inhib | Epigenetic derep | GLA spleen mod | ALDH1A1 inh | GAA glycogen mod | GAA spleen mod
COc1ccc(C2(C(=O)NCC3CCCO3)CCOCC2)cc1 (stereo unspecified) | -12%[46.1 µM] | 5% | 3% | -5.8% | -2% | -3% | 13% | -6%
COc1cc(OC)cc(OCC(O)Cn2cnc3cc(C)c(C)cc32)c1 (stereo unspecified) | -18%[46.1 µM] | -13% | 1%[15.4 µM] | 0.0% | -1% | 7% | -7% | -9%
COc1cc(/C=C/C(=O)O)cc(S(=O)(=O)NCC2CCCO2)c1OC (stereo unspecified) | 14% | -3% | / | 0.1% | -6% | / | 1% | -2%
COc1ccc(CN(CC2CCCO2)C(=O)CN2C(=O)COc3ccccc32)cc1OC (stereo unspecified) | -15%[46.1 µM] | 1% | -1% | -3.0% | -4% | 8% | 5% | -4%
CCn1nnc(NC(=O)c2cc(Cl)c(OC)c(Cl)c2)n1 | 18%[7.67 µM] | -13% | -2% | ? | -2% | ? | 7% | -15%
COc1ccc(CCN2C(=O)CC(N3CCN(C/C=C/c4ccccc4)CC3)C2=O)cc1OC (stereo unspecified) | -6% | -15% | / | 0.0% | 4% | / | 6% | -1%
COc1cc(NC(=O)Cc2ccc(Cl)cc2)ccc1NC(=O)c1ccco1 | -19%[46.1 µM] | ? | 3% | ? | 5% | ? | 5% | 4%
